# Screening results: PubChem, National Center for Advancing Translational Sciences (NCATS)
# S3 lipid droplet: qHTS Assay for Lipid Storage Modulators in Drosophila S3 Cells | Drosophila S3 cells, BODIPY lipid droplet fluorescence, 18-24 h; cells fed with added oleic acid | lipid storage change, negative = inhibition, % at the top dose, mostly 46.1 µM; hits show Potency in µM | actives 0.64% (n = 320,000); active means well fitted inhibition curve with a large enough effect in the signal ratio, with a control signal flat, not every such curve was filed as active; inconclusive means small, poorly fitted or top-dose-only effect, or effect the other way, or a change in a side signal; the % refers to the signal ratio
#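 Laser-scanning cytometry quantifies lipid droplet accumulation (500–530 nm total intensity; droplet/cell object ratio) in oleic acid-fed (400 uM added) Drosophila S3 cells treated with a concentration series. 20 uM Triacsin C defined 100% inhibition.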
# S3 lipid droplet cell count max: recorded beside S3 lipid droplet, whose call it bears; cell number change, %; measured here: cell count max response;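 cells counted by Cell Tracker Red CMTPX staining in the red channel; peak over a dose series mostly up to 46.1 µM; percent activity relative to internal control wells on each plate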
# Starred values were filed as active, the others as inactive; i = inactive; ? = inconclusive; / = no result given. On the % scale 0 is the no-effect control and ±100 the full control effect; potency means the concentration at half of the fitted maximal effect. The list is partial; rates above refer to the full screens.
SMILES,S3 lipid droplet,S3 lipid droplet cell count max
CCOC(=O)c1c(C)[nH]c(C)c1C(=O)COC(=O)CNC(=O)C1CCCCC1,?,/
CS(=O)(=O)c1cccc(C(=O)Nc2ccc(S(=O)(=O)N3CCCCC3)cc2)c1,?,/
COc1ccc2c(c1)CCc1c(C(=O)Nc3cc(C)n(Cc4ccc(Cl)cc4)n3)noc1-2,?,/
Fc1cc(F)cc(NC(=S)N2CCC(c3ccccc3)C2)c1 (stereo not drawn),-3%,-2
COc1cc(C(=O)N2c3ccccc3CC2C)cc(OC)c1OC (stereo not drawn),i,/
COc1ccc(C(O)Cn2cc([N+](=O)[O-])nc2C)cc1 (stereo not drawn),7%,1
O=C(COc1ccccc1Br)c1ccc2c(c1)OCO2,?,/
CN(C(=O)CSc1cn(CC(=O)N2CCOCC2)c2ccccc12)c1ccccc1,?,/
COC(=O)c1cc(Cl)cc2c(C)c(C3(O)CCCCC3)[nH]c12,?,/
COC(=O)c1ccc(COC(=O)C23CC4CC(CC(O)(C4)C2)C3)o1,-1%,-1
COc1ccc(C)cc1NC(=O)CSc1nnc(COc2ccc(Cl)cc2)n1Cc1ccco1,?,/
O=S(=O)(Nc1cc(Cl)ccc1N1CCCCC1)c1cccs1,i,/
COc1ccc(OCC(=O)N/N=C/C(C)=C/c2ccco2)c(Br)c1,?,/
CSc1ncccc1C(=O)NCCc1ccccc1F,?,/
COC(=O)c1cc(CNC(=O)CCCSc2ccccc2)ccc1OC,i,23
O=C(CCN1C(=O)[C@@H]2Cc3ccccc3CN2C1=O)NCc1ccccc1,?,/
CCOc1ccc(NC(=S)Nc2ccc3nsnc3c2)cc1,?,/
O=C(NCc1cccs1)C1CC(c2ccc(Cl)c(Cl)c2)=NO1 (stereo not drawn),-5%,-3
CCOC(=O)CNC(=O)CNC(=O)Cn1ccc2ccccc2c1=O,?,/
CO/N=C/C(C#N)=C/c1ccc(OC)c(OC)c1,?,/
CN1C(=O)NC(c2ccccc2Cl)C2=C1CC(C)(C)CC2=O (stereo not drawn),i,0
CCOC(=O)C1C(c2ccccc2)C(C(=O)OCC)S(=O)(=O)C(CCN(CC)CC)S1(=O)=O (stereo not drawn),-4%,-10
O=C(Nc1ccc(S(=O)(=O)NC2=NCCCCC2)cc1)c1ccccc1Cl,i,14
Cc1ccc(OCC(=O)Nc2cc(S(=O)(=O)N3CCOCC3)ccc2N2CCCC2)cc1,?,/
O=C(c1cccc(C(F)(F)F)c1)N1CCN(CCc2ccccc2)CC1,?,/
CN(C)C(CNC(=O)CCc1nc2sc3c(c2c(=O)[nH]1)CCCC3)c1ccccc1 (stereo not drawn),-6%,/
CCc1ccc(NC(=O)Cc2ccc(NC3=NC4CS(=O)(=O)CC4S3)cc2)cc1 (stereo not drawn),27%,10
C#CCOc1nc(OCC#C)nc(OCC#C)n1,5%,-8
CCc1c(C)nc2c(-c3ccccc3)c(-c3ccccc3)[nH]n2c1=O,29%,/
CC(OC(=O)C1CCN(S(=O)(=O)c2ccc(F)cc2)CC1)C(=O)NC1CCCCC1C (stereo not drawn),17%,16
NC(=O)c1ccc(Oc2ccc(-c3nnco3)cc2)c([N+](=O)[O-])c1,i,17
CCc1cccc(C)c1N(C(=O)Cn1c(CO)nc2ccccc21)C(C)COC (stereo not drawn),-11%,0
COc1ccccc1NC(=O)C(=O)NNC(=O)COc1ccc2ccccc2c1,i,10
Cc1cccc(/C=C2\Sc3ccc(C(=O)N4CCC(C)CC4)cc3N(C)C2=O)c1,i,/
O=C(Nc1cccnc1)c1ccc(F)c(S(=O)(=O)N2CCOCC2)c1,?,/
CC1Nc2ncnc(N3CCOCC3)c2N(Cc2ccc(Cl)cc2)C1=O (stereo not drawn),?,/
O=S1(=O)N=C2CCCCCN2C(c2ccccc2)N1 (stereo not drawn),3%,17
COc1ccc(OC)c(NC(=O)N2CCCC(C(=O)c3ccccc3OC)C2)c1 (stereo not drawn),?,/
Clc1ccc(CNC2CCCC2)cc1,21µM*,-31*
NS(=O)(=O)c1ccc(NC=C2C(=O)OC3(CCCCC3)OC2=O)cc1,?,/
O=C(CCNC(=O)c1ccccc1)Oc1ccc([N+](=O)[O-])cc1,i,-17
O=C(C1CCC1)N1CCc2cc(S(=O)(=O)NCC3COc4ccccc4O3)ccc21 (stereo not drawn),?,/
Cc1nc2ccccc2c(=O)n1CCc1ccccc1,10%,-8
Cc1ccc(C(=O)CC2(O)C(=O)N(C)c3ccccc32)o1 (stereo not drawn),?,/
COc1cc([N+](=O)[O-])ccc1-c1ccc(/C=N/NC(N)=O)o1,13%,3
C/C(Cc1ccccc1)=N\NC(=O)CNC(=O)c1ccc(Cl)cc1,-4%,-28
CCSc1nn2c(=O)c3ccccc3nc2s1,?,/
CCCCC(CC)C(=O)Nc1cc(C(=O)NCCC)ccc1N1CCC2(CC1)CC(c1cccc(Br)c1)=NO2 (stereo not drawn),?,/
O=C(COC(=O)/C=C/c1ccccc1)NCCNC(=O)COC(=O)/C=C/c1ccccc1,?,/
CCc1nc2c(sc3nc4c(cc32)COC(C)(C)C4)c(=O)n1Cc1ccccc1,-9%,-9

# (list continues)
SMILES,S3 lipid droplet,S3 lipid droplet cell count max
C/C(=N\NC(=O)CNC(=O)c1ccc2c(c1)OCCO2)c1ccco1,2%,3
Cc1ccc(S(=O)(=O)c2c[nH]c3cc4c(cc3c2=O)OCO4)cc1,?,/
Cc1nn(C)cc1/C=N/NC(=S)Nc1ccccc1,-9%,-24
COc1ccc(/C=C/C(=O)c2ccccc2)cc1Cn1nnc2ccccc21,?,/
COc1cccc(-n2c(SCC(=O)OC(C)C)nnc2-c2cccnc2)c1,i,/
CCOc1ncccc1C(=O)Nc1cccc(S(=O)(=O)N2CCCCC2)c1,26%,-15
O=C(CC1NCCNC1=O)NC1Cc2ccccc2C1 (stereo not drawn),-8%,2
O=C(O)CCN1C(=O)c2ccccc2C1=O,?,/
CC(C)CC(=O)Nc1c2c(nn1-c1ccc(F)cc1)CSC2,4%,-5
COc1ccc(NC(=O)CSc2nnc(N)s2)c([N+](=O)[O-])c1,4%,/
O=S(=O)(NC1CCCC1)c1cc(F)ccc1F,?,/
COc1ccccc1C1=NN(C(=S)Nc2ccccc2)C(c2ccco2)C1 (stereo not drawn),?,/
CCc1ccc(-c2nc(CN3CCC(C(=O)NCCc4ccc(OC)c(OC)c4)CC3)c(C)o2)cc1,-7%,-12
CCCN1CCC(NC(=O)Nc2ccc(OC)c(OC)c2)CC1,?,/
Cc1cccc(/C=N/NC(=O)c2ccc(F)cc2)n1,?,/
CC(/C=C/C1(O)C(C)CC(O)CC1(C)C)OC1OC(CO)C(O)C(O)C1O (stereo not drawn),4%,3
COc1ccc(NC(=O)CSc2ccccc2)c(OC)c1,6%,-20
CC(=O)Nc1ccc(C(=O)N/C(=C/c2ccccc2)C(=O)NCc2ccco2)cc1,?,/
Cc1cccc(NC(=O)CCS(=O)(=O)c2cc3c(cc2Cl)NC(=O)CO3)c1,?,/
Cc1cccc(-n2cnc(C(=O)NC3CCCCCC3)c2)n1,7%,4

# Record cards, as listed above. Order of screens: S3 lipid droplet, S3 lipid droplet cell count max
# Entry for Cc1cccc(/C=N/NC(=O)c2ccc(F)cc2)n1 → ?, /
# Entry for CC(=O)Nc1ccc(C(=O)N/C(=C/c2ccccc2)C(=O)NCc2ccco2)cc1 → ?, /
# Entry for COc1ccc(NC(=O)CSc2ccccc2)c(OC)c1 → 6%, -20
# Entry for O=S(=O)(NC1CCCC1)c1cc(F)ccc1F → ?, /
# Entry for Cc1cccc(-n2cnc(C(=O)NC3CCCCCC3)c2)n1 → 7%, 4

# (further entries)
SMILES,S3 lipid droplet,S3 lipid droplet cell count max
Cc1ccc(C)c(C(=O)CCC(=O)O)c1,?,/
O=[N+]([O-])c1ccc(C2NS(=O)(=O)N=C3CCCCCN32)cc1 (stereo not drawn),1%,4
O=C(O)/C(=C\c1cccs1)c1ccc(F)cc1,?,/
CCCCCCC1CCC(C(=O)NC(CCSC)C(=O)NC(C(=O)OC)C(C)C)CC1 (stereo not drawn),i,/
O=C1/C(=C/c2ccncc2)SC(=S)N1C1CCS(=O)(=O)C1 (stereo not drawn),1%,-1
COc1ccccc1NC(=S)N(c1ccccc1)C(C)C,?,/
CSc1cccc(NS(=O)(=O)c2cc(Br)cnc2N)c1,?,/
COc1ccc([C@@H](C)NC(=O)CCc2nnc(-c3cc(C)on3)o2)cc1,3%,7
O=C(Nc1cccc(NC(=O)c2cccc(F)c2)c1)c1ccccc1,-10%,/
O=C(C1=C[C@@H](c2ccccc2)C[C@@H](OCc2ccc(CO)cc2)O1)N1CCCCCCC1,2%,5
CN1CCN(Cc2nc3c(c(=O)[nH]c(=O)n3C)n2Cc2c(F)cccc2Cl)CC1,i,/
CC1=C(C(=O)Nc2ccccc2)C(c2ccc(C)o2)n2c(s/c(=C/c3ccccc3)c2=O)=N1 (stereo not drawn),-3%,/
COc1ccccc1CNC(=O)COC(=O)c1cc(-c2ccco2)nc2ccccc12,?,/
CCOC(=O)CSc1nnc(NCC(=O)OC)c(=O)[nH]1,?,/
CCc1cc(=O)[nH]c(SCCC(F)=C(F)F)n1,-4%,-22
CCSc1ccc([C@@H]2[C@@H]3C(=O)N(CC)C(=O)[C@@H]3[C@]3(C(=O)OC)CCCCN23)cc1OC,?,/
Cc1c(O)ccc(C(=O)CN2C(=O)c3ccccc3C2=O)c1O,?,/
COc1ccccc1N1CCN(C(=O)CN(C2CCCCC2)S(C)(=O)=O)CC1,4%,-2
O=C(Nc1ccc(Cl)cc1C(=O)NCC1CCCO1)c1ccc(Cl)cc1Cl (stereo not drawn),-1%,-1
CN(CC(=O)Nc1ccc(S(=O)(=O)N2CCCC2)cc1)CC(=O)Nc1cccc(F)c1,?,/
Cc1ccccc1SCC(=O)Nc1cc(S(=O)(=O)N2CCOCC2)ccc1N1CCOCC1,5%,8
O=C(CSc1nnc(-c2ccc(Br)cc2)o1)Nc1cccc2ccccc12,?,/
COc1cccc(/C=N/NC(=O)c2cc(C34CC5CC(CC(C5)C3)C4)[nH]n2)c1,i,/
CC(=O)N(Cc1cccnc1)Cc1cc2ccccc2[nH]c1=O,14%,9
CCc1ccc2nc(SCC(=O)NCC3CCCO3)c(C#N)cc2c1 (stereo not drawn),8%,-8
COc1ccc(CC(=O)Nc2c(C(=O)N3CCN(c4ccccc4)CC3)oc3ccccc23)cc1OC,?,/
COc1cccc(-c2c(C(=O)N/N=C/c3cccnc3)nnn2-c2nonc2N)c1,?,/
COc1ccc(S(=O)(=O)N2Cc3ccccc3CC2C(=O)N2CCOCC2)cc1OC (stereo not drawn),?,/
O=C(Nc1ccccc1Cl)Nc1ccccc1Cl,-10%,-1
COc1ccc(NC(=O)COc2ccccc2C(=O)NCC(c2ccccc2)N(C)C)cc1Cl (stereo not drawn),-1%,-18
O=C(CSc1ncnc2c1nnn2Cc1ccc(F)cc1)NC1CCCC1,?,/
O=C(NC(=S)NCCSc1ccccc1)c1cccnc1,?,/
COc1ccc(NS(=O)(=O)c2cccc(NC(=O)c3ccc(S(=O)(=O)N4CCCCCC4)cc3)c2)cc1,?,/
CCOc1ccc(CCNC(=O)COC(=O)/C=C/c2ccc(OC)c(OC)c2)cc1OCC,?,/
C=CCNS(=O)(=O)c1ccc(OCC(=O)OC)cc1,?,/
FC(F)(F)c1ccccc1/C=N/n1c(C2CCCCC2)n[nH]c1=S,?,/
COc1ccc(N2CCN(C(=O)CCCn3c(=O)[nH]c4ccsc4c3=O)CC2)cc1,?,/
COc1cccc(-n2c(SCC(=O)NCc3cccs3)nc3ccccc3c2=O)c1,28%,16
CN(CCc1ccccn1)C(=S)Nc1cccc(S(=O)(=O)N(C)C)c1,?,/
COc1ccc(NC(=O)c2ccc(-n3cccn3)nc2)c(OC)c1,i,-16
Cc1ccc(-c2nc3ccccc3c(=O)n2CCCn2ccnc2)cc1,?,/
C=CCN(Cc1cccc(OC)c1OC)S(=O)(=O)N(C)C,1%,-1
Cc1ccc(CNC(=O)Cc2noc3ccccc23)cc1,1%,-3
O=C(CCc1ccc(S(=O)(=O)N2CCOCC2)cc1)Nc1nccs1,?,/
CCCCN(C)C(=O)Cn1c(=O)oc2cc(S(=O)(=O)N3CC(C)CC(C)C3)ccc21 (stereo not drawn),?,/
Cc1ccc(Cl)cc1N1CCN(C2CCCCC2NS(=O)(=O)c2ccccc2)CC1 (stereo not drawn),?,/

# A second format for two compounds above.
# Results follow in this order: S3 lipid droplet | S3 lipid droplet cell count max
- Cc1ccc(-c2nc3ccccc3c(=O)n2CCCn2ccnc2)cc1
→ ? | /
- C=CCN(Cc1cccc(OC)c1OC)S(=O)(=O)N(C)C
→ 1% | -1

# Structural class, the entries above containing bromine (5)
SMILES,S3 lipid droplet,S3 lipid droplet cell count max
O=C(COc1ccccc1Br)c1ccc2c(c1)OCO2,?,/
COc1ccc(OCC(=O)N/N=C/C(C)=C/c2ccco2)c(Br)c1,?,/
CCCCC(CC)C(=O)Nc1cc(C(=O)NCCC)ccc1N1CCC2(CC1)CC(c1cccc(Br)c1)=NO2 (stereo not drawn),?,/
CSc1cccc(NS(=O)(=O)c2cc(Br)cnc2N)c1,?,/
O=C(CSc1nnc(-c2ccc(Br)cc2)o1)Nc1cccc2ccccc12,?,/
